Assay outcomes deposited in PubChem by National Center for Advancing Translational Sciences (NCATS).
12-LOX inh – Primary qHTS assay for inhibitors of human arachidonate 12S-lipoxygenase (ALOX12): Round 2; Polyunsaturated fatty acid lipoxygenase ALOX12 (Homo sapiens), P18054; purified 12hLO, xylenol orange hydroperoxide absorbance; Potency, µM (top dose mostly 108 µM), without a hit: top-dose activity change, negative = inhibition, actives largely listed as inhibitors; hit rate 1.1% among 580,000; AID 1671190, 2021; active = well fitted inhibition curve with a large enough effect; inconclusive = small, poorly fitted or top-dose-only effect, or another doubt; inactive = no such curve, though single readings can be large or run the other way
Target sequence (P18054 whole entry, looked up): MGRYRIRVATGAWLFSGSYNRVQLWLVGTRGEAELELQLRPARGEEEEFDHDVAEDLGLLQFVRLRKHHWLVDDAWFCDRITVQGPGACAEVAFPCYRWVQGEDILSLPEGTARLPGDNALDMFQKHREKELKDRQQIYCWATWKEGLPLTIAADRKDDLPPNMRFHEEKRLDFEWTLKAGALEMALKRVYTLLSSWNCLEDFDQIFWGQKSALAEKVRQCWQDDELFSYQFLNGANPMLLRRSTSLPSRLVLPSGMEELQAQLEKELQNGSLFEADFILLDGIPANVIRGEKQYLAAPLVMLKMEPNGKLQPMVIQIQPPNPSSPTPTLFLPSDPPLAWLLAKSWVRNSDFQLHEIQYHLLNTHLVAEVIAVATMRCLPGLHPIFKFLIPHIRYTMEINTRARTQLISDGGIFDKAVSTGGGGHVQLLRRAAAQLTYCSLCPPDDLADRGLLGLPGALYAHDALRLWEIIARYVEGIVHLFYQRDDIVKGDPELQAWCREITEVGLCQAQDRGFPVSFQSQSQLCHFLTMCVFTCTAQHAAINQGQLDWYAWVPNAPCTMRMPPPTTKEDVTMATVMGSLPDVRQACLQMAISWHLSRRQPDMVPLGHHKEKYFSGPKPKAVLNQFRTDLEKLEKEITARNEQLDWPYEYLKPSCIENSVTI
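Purified human 12hLO (150 nM final) in 25 mM Hepes, 0.01% Triton X-100, pH 7.0 was preincubated 15 min at room temperature with compound. Then 40 uM arachidonic acid was added, 30 min. Hydroperoxide was read by Fe-XO absorbance ratio 573/405 nm.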
Starred values were filed as active, the others as inactive; ? = inconclusive; [ ] = remark or other dose. % is set by controls: 0 for no effect and ±100 for the full control effect; potency is the fitted concentration of half-maximal effect. Not all compounds are listed; count on the stated rates, not on these rows.

SMILES	12-LOX inh
O=C(NC1CCCC1)C1=Cc2cc(Cl)ccc2OC=C1	-21%
O=C(NCC1(N2CCOCC2)CCCCCC1)c1cnn(-c2nccc(-c3ccco3)n2)c1C1CC1	12%
O=C(c1cccnc1)N1CCC2(CC1)C(=NC1CCCC1)NC(=O)N2c1cc(F)cc(F)c1	11%
CN(C)C(=O)CC(O)c1cc2n(n1)CCN(C(=O)Cc1ccsc1)C2 (configuration not stated)	6%
O=C(C1CCC1)N1CCC(N(C(=O)C2CC2)C2CCOCC2)CC1	18%
O=C1CCN(C(=O)C2CCCCC2)CCCC(C(=O)NCc2ccccc2)CCN1 (configuration not stated)	42%[activator]
CCCc1noc(-c2cn(C3CCN(C(=O)c4ccc(OC)cc4OC)CC3)nn2)n1	11%
O=C(c1ccc(F)c(F)c1)N1CCCN(c2cc(-c3ccc(F)cc3)[nH]n2)CC1	45%[activator]
CCS(=O)(=O)N1CCCCCCNC(=O)[C@@H]2C[C@@H](C(=O)N3CCN(c4ccccn4)CC3)C[C@@H]21	30%
COc1ccc2[nH]c(=O)c(CCC(=O)NCCN3CCCCCC3)cc2c1	?
CC(C)C(=O)N1CCCN(C)c2ccccc21	-5%
Cc1nn(C)c2ncc(C(=O)O)c(NC3CC(c4cc(=O)[nH]cn4)C3)c12 (configuration not stated)	18%
COc1cc(NC(=O)c2ncoc2-c2ccc(OC)c(OC)c2)cc(OC)c1	?
COCCc1noc(C2CN(C(=O)Nc3ccc(C)c(C)c3)C2)n1	8%
Cc1ccc(-c2ccnc(N(C)CC3CC(=O)N(C(C)(C)C)C3)n2)c(C)n1 (configuration not stated)	70%[activator]
CCCCC/C=C\C[C@@H](O)/C=C/C=C/C=C\[C@@H](O)CCCC(=O)O	1%[2.23 µM]
CN(C)CCC(=O)N1Cc2ccccc2CC2(CCCN2C)C1 (configuration not stated)	11%[6.33 µM]
CC(C)(C)CC(=O)N[C@H]1C[C@H]2C(=O)Nc3ccc(-c4cccs4)cc3C(=O)N2C1	21%[176 µM]
Cc1ccccc1NC(=O)Cn1ccn2nc3c(c2c1=O)CCCCC3	?
O=S(Cc1cccc(F)c1)Cc1cccc(C(F)(F)F)c1 (configuration not stated)	-17%
O=C(CN1Cc2nc(OCc3ccc(F)cc3)ccc2OCC1=O)N1CCCC1	?
Cc1cccc(N(C)C(=O)CN2C(=O)NC3(CCC(C)CC3)C2=O)c1 (configuration not stated)	18%
CC(C)c1ccc(NC(=O)c2ccc(N(C)C)cc2)cc1	45µM*
O=C(CSc1nncs1)N(Cc1ccc(F)cc1)C12CC3CC(CC(C3)C1)C2	?
CN(C)CC1(O)CCC2(CCN(C(=O)c3ccc4ccccc4n3)CC2)CC1	63%[activator]
CC(=O)N(c1cccc(C)c1)c1nc(CSc2nnc(C)n2C2CC2)cs1	?
CCN(C(=O)c1ccc2c(c1)N(S(C)(=O)=O)CC2)c1ccccc1C	34%
CCC1(c2cnc[nH]2)Cc2ccccc2C1	-5%[22.9 µM]
CNC(=O)CN(C)C(=O)CNC(=O)NC1CCCCC1	-3%
O=C1NCCOCCCN(C(=O)NCCc2ccccc2)[C@H]2CCC[C@@H]12	-5%
CC1(C)O[C@H]2[C@@H](O1)[C@@H](C(=O)Oc1ccc(Cl)cc1)O[C@@H]1OC(C)(C)O[C@@H]12	-29%
CC(C)NC(=O)N1CCC2(CC1)CC(CC(=O)O)CCO2 (configuration not stated)	?
O=S(=O)(Cc1ccccc1Cl)N1CCCc2ccccc21	-3%
O=C(Oc1ccc(Cl)cc1)C1CCCC(C(=O)Oc2ccc(Cl)cc2)C1 (configuration not stated)	14%
Cc1cccc(C)c1NC(=O)C1C(c2ccc3c(c2)OCO3)=Nc2ccccc2N1C(=O)c1cccc(C(F)(F)F)c1 (configuration not stated)	-4%
O=C(c1ccc(C(F)(F)F)cc1)N1CCn2c(nnc2-c2ccccc2)C1	5%
Cc1ccc(C(=O)N2CCC3(CC2)CC(=O)c2ccccc2O3)cc1	?
CCC1(O)CCC12CCN(C(=O)C1CCCC1)CC2 (configuration not stated)	29%
Cc1cc(SC(C(=O)O)c2ccccc2)ncn1 (configuration not stated)	?
COCCNC(=O)c1cc(-c2ccccc2)nc2ccc(C)cc12	-69%
CN(C)C[C@@H]1CN(Cc2ccccn2)C[C@H]1NC(=O)c1ccc(Cl)s1	13%
Fc1ccc(-c2nc(CN3CCCC3c3cccs3)co2)cc1 (configuration not stated)	-1%
Cc1cc(=O)c2cc(C(=O)Nc3nnc(CC(C)C)s3)ccc2[nH]1	12%
CC(NS(=O)(=O)c1ccc(Cl)s1)c1cc2ccccc2o1 (configuration not stated)	?
COC(=O)c1sc2cccc(F)c2c1S(=O)(=O)N1CCN(c2cccc(C)c2C)CC1	?
CN1[C@@H](CCC(=O)N2CCN(c3ccccc3)CC2)CNC(=O)[C@@H]2[C@H]1CCN2Cc1ccc(F)cc1	83%
CC#CCCC(=O)Nc1ccc(C)cc1	-23%
COC(=O)[C@]12C[C@H](CC(=O)NCc3cccs3)C(=O)N(Cc3ccc4c(c3)OCO4)C1=C[C@H](COCc1ccccc1)O[C@@H]2C	-6%
CSc1ccc(-c2nc(CSCC(=O)NCc3ccc4c(c3)OCO4)c(C)o2)cc1	?
O=C(NCc1cccnc1Oc1ccccc1F)c1cnc2ccccn12	30%[activator]
Cc1ccc(F)cc1NC(=O)C(C)C	?
O=C(Nc1ccccc1)N1CCCC2(CCN(C(=O)c3cccc(F)c3)CC2)C1	10%[57.4 µM]
CCN1CCN(CCOc2ccc3c(=O)c(-c4ccc(Br)cc4)coc3c2)CC1	?
CC(C)Oc1ccc(CNC(=O)C2(Cc3cccnc3)CCCCC(=O)N2)cc1 (configuration not stated)	-8%
CC(C)(C)c1cc(C=NCc2ccccc2)cc(C(C)(C)C)c1O	?
CN1CCCCCCN(C(=O)Cn2c(=O)oc3ccccc32)[C@H]2CCC[C@H]2C1=O	7%
COc1ccc(OCC2(C)COc3ccc(C(=O)N(C)Cc4ccccc4)cc3N2)cc1 (configuration not stated)	8%[176 µM]
CCCC(=O)N1Cc2ccccc2CC2(CCN(CCC)C2)C1 (configuration not stated)	8%[6.33 µM]
N#Cc1ccc(CNC(=O)[C@@H]2Cc3nc[nH]c3CN2Cc2cc3ccccc3o2)cc1	50%[activator][176 µM]
CCOc1ccc(N(C(=O)c2cc(OC)c(OC)c(OC)c2)C2C=CS(=O)(=O)C2)cc1 (configuration not stated)	?
(continued)
SMILES	12-LOX inh
CCOc1ccc(C(=O)N2N=C(C)CC2(O)C(F)(F)F)cc1 (configuration not stated)	53%[activator]
CC(=O)Nc1ccc(NC(=O)CC2C(=O)NCCN2C(=O)CN2CCN(c3ncccn3)CC2)cc1 (configuration not stated)	11%
CC(C)C(=O)N1CC(Oc2ccccc2-c2nc(C3CC3)no2)C1	12%
Cc1c(C(=O)NCC(C)C)nnn1-c1ccc(Br)cc1	-49%
Cc1ccc(C(=O)N2CCCC2c2nc(CCOCC3CC3)no2)cn1 (configuration not stated)	36%[activator]
COCc1ccc(C(=O)N2CCC3(CC2)CC(c2ccccc2)C(=O)N3)o1 (configuration not stated)	69%[activator]
Cc1ncsc1CN1C[C@@H](NC(=O)c2cccnc2)C[C@H]1CO	14µM*
O=C(c1ccc(-c2cnco2)cc1)N1Cc2ccccc2C(O)C1 (configuration not stated)	12%
COC(=O)[C@]12C[C@H](CC(=O)N3CCN(C(=O)C4CC4)CC3)C(=O)N(Cc3ccc4c(c3)OCO4)C1=C[C@H](COCc1ccccc1)O[C@@H]2C	13%
Cc1n[nH]c(C)c1C(N)C(=O)N(C)Cc1ccnc2ccccc12 (configuration not stated)	86%[activator]
COCCNC(=O)c1coc(COc2ccc3c(c2)C(c2cccc(F)c2)N(C(=O)C2CC2)CC3)n1 (configuration not stated)	31%
N#Cc1c(NC(=O)CSc2ncnc3ccccc23)sc2c1CCCCC2	-18%
CC(=O)c1ccc(N2CCN(C(=O)CCc3ncc(-c4ccc(C)c(C)c4)o3)CC2)c(F)c1	39%[activator]
CCN(CC)C(=O)[C@@H]1CCC[C@@H](NC(=O)c2cncnc2)CN(C)C(=O)C1	22%[176 µM]
C/C(N[C@@H]1CSCC1O)=C1/C(=O)CC2[C@@H]1C2(C)C (some centres not stated)	9%
O=Cc1c(-c2ccccc2)cc2ccccn12	?
CCOc1ccccc1CN1CCC2(CCN(Cc3ccsc3)CC2)Oc2ccccc21	?
Cn1c(C(=O)NCCNC(=O)c2cccc(F)c2)cc2ccccc21	16%
Cn1c(=O)c2c(ncn2CC(=O)Nc2ccc3c(c2)OC2(CCCCC2)O3)n(C)c1=O	?
CCC(Oc1ccccc1F)C(=O)NCc1csc(-c2ccc(C)cc2)n1 (configuration not stated)	-2%

12-LOX inh: entries above that show a hit
SMILES	12-LOX inh
CC(C)c1ccc(NC(=O)c2ccc(N(C)C)cc2)cc1	45µM*
Cc1ncsc1CN1C[C@@H](NC(=O)c2cccnc2)C[C@H]1CO	14µM*

Reformatted as comma-separated lines: part of the list above
mol,12-LOX inh
O=C(c1ccc(-c2cnco2)cc1)N1Cc2ccccc2C(O)C1 (configuration not stated),12%
Cc1nn(C)c2ncc(C(=O)O)c(NC3CC(c4cc(=O)[nH]cn4)C3)c12 (configuration not stated),18%
COc1ccc(OCC2(C)COc3ccc(C(=O)N(C)Cc4ccccc4)cc3N2)cc1 (configuration not stated),8%[176 µM]
Cc1ncsc1CN1C[C@@H](NC(=O)c2cccnc2)C[C@H]1CO,14µM*
CN(C)C(=O)CC(O)c1cc2n(n1)CCN(C(=O)Cc1ccsc1)C2 (configuration not stated),6%
O=C(NCC1(N2CCOCC2)CCCCCC1)c1cnn(-c2nccc(-c3ccco3)n2)c1C1CC1,12%
O=C(c1ccc(C(F)(F)F)cc1)N1CCn2c(nnc2-c2ccccc2)C1,5%

(more compounds)
SMILES	12-LOX inh
COC(=O)c1cncc(C(=O)OC)c1	-31%
CO[C@H]1COCCN(C(=O)c2cccnc2)C1	14%[176 µM]
CCOc1cc(C(=O)OCC(=O)Nc2ccc(F)c(Cl)c2)ccc1OCC(=O)N1CCCCC1	-12%
CCN(c1cccc(C)c1)S(=O)(=O)c1cc2[nH]c(=O)c(=O)[nH]c2cc1C	427%[activator]
CCC(=O)Nc1ccc(C2(C(=O)NCC3CC3)CCCCC2)cc1	40%[activator]
CC(C)NC(=O)N1CCC(CCOc2ccccc2F)C1 (configuration not stated)	18%
CNC(=O)NC(=O)CN(C)C1CCCCCC1	0%
O=c1c(-c2ccc(F)cc2)nc2cnc(N3CCOCC3)nc2n1C1CC1	?
COC[C@@H]1CN(C(=O)c2ccc(OC)nc2)C[C@H]1C(N)=O	48%[activator]
Cc1ccc(Cl)cc1N1CCN(CC(=O)NC2CC2)CC1	7%
CCCCNC(=O)C[C@@H]1C[C@@]2(C(=O)OCC)CCC=C2N(Cc2cccc3ccccc23)C1=O	-6%
NC(=O)Nc1cccc([N+](=O)[O-])c1	30%
COc1ccccc1N(C)S(=O)(=O)c1ccc(C(=O)Nc2ccc(C(C)C)cc2)cc1	-7%
COc1ccc(OC)c(Nc2nc3ccccc3nc2NS(=O)(=O)c2ccc(C)cc2)c1	14%
CC1CC(C)CN(C(=O)c2ccc(C(C)(C)C)cc2)C1 (configuration not stated)	-15%
Cc1ccc(NC(=O)c2ccc(Cn3ccn4nc5c(c4c3=O)CCCC5)cc2)cc1C	-15%
COc1cccc(C(=O)NCC2Cn3cccc3C(=O)N2C)c1 (configuration not stated)	2%
COc1ccc2cc(/C=C(/CC(=O)O)c3nc4ccccc4s3)ccc2c1	-87%
c1cc(-c2nc(-c3ccc(OC4CNC4)cc3)no2)ccn1	?
COc1ccc(CNc2ncncc2-c2ccccc2CN(C)C)c(OC)c1	-1%
Cc1cccc(-n2c(=O)c3c(cc(C)n3C)n(CC(=O)Nc3c(C)cccc3C)c2=O)c1	71µM*
COc1cccc(NC(=O)Cn2nc3c(cc2=O)CCCCC3)c1	62%[activator]
CC(C)OC(=O)c1cccc(NC(=O)C2=Cc3ccccc3OC=C2)c1	-7%
CCOc1ccc(Cc2nc(C3CC(=O)N(C4CCCCC4)C3)no2)cc1 (configuration not stated)	8%
Oc1ccccc1C=NCCOCCN=Cc1ccccc1O	22%
NC(=O)c1ccc(NC(=O)c2cc(-c3cccs3)nc3ccccc23)cc1	?
O=C(CCSc1ccccc1)NCCc1ccc(F)cc1	?
COc1ccc(C(=O)NCC2CCCCC(=O)N2)cn1 (configuration not stated)	-2%
NC(=O)c1ccc(C(=O)OCc2nc3ccccc3o2)cc1	12%
Cc1n[nH]c(C)c1CCNC(=O)c1ccccc1OC1CCN(Cc2ccccn2)CC1	57%[activator]
CCCc1nc(N2CCN(CC(=O)N3CCCC3)CC2)c(C#N)c2c1CCC2	-10%
C[C@H]1CN(C(=O)C2CCCC2)C[C@@H]1c1nc(-c2ccccc2)no1	-5%
CN(CCNC(=O)C1CCN(c2nc3cccnc3s2)CC1)C1CCCCC1	?
Cc1cccc(C(=O)N2CCC(Cc3nc(-c4cnccn4)no3)CC2)c1	6%

Given as comma-separated lines: part of the list above
Molecule,12-LOX inh
O=Cc1c(-c2ccccc2)cc2ccccn12,?
CC(C)OC(=O)c1cccc(NC(=O)C2=Cc3ccccc3OC=C2)c1,-7%
NC(=O)c1ccc(C(=O)OCc2nc3ccccc3o2)cc1,12%
C/C(N[C@@H]1CSCC1O)=C1/C(=O)CC2[C@@H]1C2(C)C (some centres not stated),9%
CCC1(O)CCC12CCN(C(=O)C1CCCC1)CC2 (configuration not stated),29%
CCN1CCN(CCOc2ccc3c(=O)c(-c4ccc(Br)cc4)coc3c2)CC1,?
COC(=O)[C@]12C[C@H](CC(=O)NCc3cccs3)C(=O)N(Cc3ccc4c(c3)OCO4)C1=C[C@H](COCc1ccccc1)O[C@@H]2C,-6%
